Bioassay records: PubChem, several laboratories
NCOA1 inh: SRC1 coactivator transcriptional activity inhibitors, primary screen, cell-based, luminescence; inhibition, % at 3.6 µM; HEK293 GAL4-SRC1 luciferase reporter; 0.12% of 360,000 active; Nuclear receptor coactivator 1 (Homo sapiens), Q15788;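 active means inhibition above the campaign mean plus 3 SD, with each screening campaign given its own cutoff, cut at about 60% in these data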;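 further: 0% = DMSO treated cells and 100% = gossypol at 36 µM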
Target sequence (Q15788 whole entry, looked up, the tested form may be a part): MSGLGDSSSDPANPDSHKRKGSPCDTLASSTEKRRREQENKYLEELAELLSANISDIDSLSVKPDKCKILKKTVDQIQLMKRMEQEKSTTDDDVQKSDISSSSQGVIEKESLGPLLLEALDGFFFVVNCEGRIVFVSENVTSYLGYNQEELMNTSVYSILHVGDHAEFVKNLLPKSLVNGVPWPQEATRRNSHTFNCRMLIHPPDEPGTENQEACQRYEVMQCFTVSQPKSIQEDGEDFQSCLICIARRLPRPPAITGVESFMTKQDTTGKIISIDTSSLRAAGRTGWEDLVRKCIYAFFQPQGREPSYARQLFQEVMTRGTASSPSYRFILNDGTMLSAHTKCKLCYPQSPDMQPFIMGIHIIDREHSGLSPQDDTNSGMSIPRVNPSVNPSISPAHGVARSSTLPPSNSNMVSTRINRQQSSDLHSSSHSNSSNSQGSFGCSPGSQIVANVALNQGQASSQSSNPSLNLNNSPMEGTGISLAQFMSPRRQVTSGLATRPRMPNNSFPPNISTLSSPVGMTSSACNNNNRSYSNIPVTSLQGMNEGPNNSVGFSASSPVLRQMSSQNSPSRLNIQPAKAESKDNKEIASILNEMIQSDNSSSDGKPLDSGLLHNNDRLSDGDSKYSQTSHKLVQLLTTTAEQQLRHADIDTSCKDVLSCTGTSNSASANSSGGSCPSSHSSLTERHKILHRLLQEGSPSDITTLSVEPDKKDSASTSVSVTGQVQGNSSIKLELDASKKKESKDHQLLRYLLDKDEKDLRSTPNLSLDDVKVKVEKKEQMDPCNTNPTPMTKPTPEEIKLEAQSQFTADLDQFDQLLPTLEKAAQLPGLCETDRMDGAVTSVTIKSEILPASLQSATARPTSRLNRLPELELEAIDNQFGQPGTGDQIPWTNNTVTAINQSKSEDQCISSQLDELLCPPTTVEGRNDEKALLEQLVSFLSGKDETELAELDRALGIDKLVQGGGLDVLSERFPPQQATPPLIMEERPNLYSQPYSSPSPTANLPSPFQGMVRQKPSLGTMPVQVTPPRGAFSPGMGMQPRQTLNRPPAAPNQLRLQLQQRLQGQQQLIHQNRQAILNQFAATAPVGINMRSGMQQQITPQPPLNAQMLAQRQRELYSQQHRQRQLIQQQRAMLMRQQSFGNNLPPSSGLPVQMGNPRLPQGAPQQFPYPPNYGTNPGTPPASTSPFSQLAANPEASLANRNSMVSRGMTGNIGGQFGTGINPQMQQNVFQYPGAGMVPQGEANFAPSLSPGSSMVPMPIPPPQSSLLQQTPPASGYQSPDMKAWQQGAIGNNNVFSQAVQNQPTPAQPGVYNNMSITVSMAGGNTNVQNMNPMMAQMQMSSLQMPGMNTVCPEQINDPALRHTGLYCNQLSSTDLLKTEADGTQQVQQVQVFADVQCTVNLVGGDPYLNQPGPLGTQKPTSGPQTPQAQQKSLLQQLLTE
NR2F2 inh: NR2F2 transcriptional activity inhibitors, primary screen, cell-based, luciferase reporter, HEK293T, luminescence; inhibition, % at 8.6 µM; 0.7% of 370,000 active; HEK293T NGFI-A luciferase reporter; COUP transcription factor 2 (Homo sapiens), P24468;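 active means inhibition above a per-plate cutoff, mean inhibition of test wells between control levels plus 3 SD, cut at about 38% in these data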;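 further: cells cotransfected with COUP-TFII expression vector driving the NGFI-A reporter; 0% = median of COUP-TF2 test wells and 100% = reporter-only cells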
TWEAK-Fn14 inh: inhibitors of TWEAK-Fn14 signaling, primary screen, luciferase reporter cells, uHTS. AID 1159606, 2016. 2% of 360,000 active. TWEAK-stimulated Fn14 reporter cells, luciferase luminescence, 8 h. inhibition, % at 10 µM; in the data active means inhibition above about 50%
ABHD5-PLIN5 inh: ABHD5-PLIN5 interaction inhibitors, primary screen, cell lysate, split luciferase complementation, luminescence | Perilipin-5 (Homo sapiens) + 1-acylglycerol-3-phosphate O-acyltransferase ABHD5 (Homo … | Split G. princeps luciferase complementation, 4 h | inhibition, % at 4 µM | 0.78% of 360,000 active | AID 602281, 2012;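 active means inhibition above the mean inhibition across every tested compound plus 3 SD, cut at about 22% in these data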;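 further: 0% = DMSO only wells and the 100% control is not disclosed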
TLR9-MyD88 block: inhibitors of TLR9-MyD88 association in cells, primary screen, cell-based, CHO, BLA complementation, fluorescence. Toll-like receptor 9 (Homo sapiens) + Myeloid differentiation primary response protein …. CCF4 FRET ratio. inhibition, % at 4.98 µM. 0.21% of 340,000 active. AID 504734, 2011;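 active means inhibition above the mean over all tested compounds plus 3 SD, cut at about 21% in these data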;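 further: 0% = DMSO only wells and 100% = clavulanate BLA inhibitor control wells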
NCOA3 inh: SRC3 coactivator transcriptional activity inhibitors, primary screen, cell-based, luminescence; Nuclear receptor coactivator 3 (Homo sapiens), Q9Y6Q9; HEK293 GAL4-SRC3 luciferase reporter; inhibition, % at 3.6 µM; 0.17% of 360,000 active; AID 588352, 2011;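 active means inhibition above a per-campaign cutoff, the mean of all compounds plus 3 SD, cut at about 60% in these data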;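 further: 0% = DMSO-treated cells and 100% = gossypol-treated cells at 36 µM; higher means less SRC3-driven luciferase light from the GAL4 reporter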
NCOA2 inhibitor: inhibition of GAL4-SRC2 driven luciferase reporter, primary screen, SRC2 inhibitor project, cell-based, luminescence. HEK293 GAL4-SRC2 luciferase reporter. inhibition, % at 9 µM. 0.17% of 370,000 active;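 active means inhibition above the mean inhibition of all tested compounds plus 3 SD, set per campaign, cut at about 52% in these data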;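 further: 0% = DMSO treated cells and 100% = cells given Gossypol at 36 µM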
NOD2 RIPK2 PPI: NOD2-RIPK2 binding disruptors in cells, primary screen, fluorescence, CHO cells, BLA complementation; AID 624267, 2012; CCF4 ratio; 0.38% of 360,000 active; inhibition, % at 4.98 µM; in the data active means inhibition above about 21%;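 further: 0% = vehicle only and 100% = reference blocker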
Exocytosis inh: LAMP-1 surface exposure blockers, TALL-104 cells – cell-based, flow cytometry, MLPCN library, primary screen; inhibition, % at 10 µM; 0.66% of 360,000 active; AID 651702, 2012; TALL-104 LAMP-1 surface exposure; cells stimulated with thapsigargin and PMA;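 active means inhibition above about 55%, limit read from the data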
TROY signal inh: inhibitors of TROY-driven NF-kB signaling, primary screen, Q293 LMP1-TROYcd cells, NF-kB luciferase, uHTS | Q293 LMP1-TROYcd NF-kB luciferase reporter, 4 h | inhibition, % at 10 µM | 0.98% of 360,000 active;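 active means compounds whose plate-normalised and pattern-corrected inhibition of the luciferase reporter signal at the single screening dose is 50% or more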
LRH-1 inv ag: LRH-1 (NR5A2) inverse agonists, primary screen, cell-based, luminescence, HEK293T, StAR-luciferase reporter. LRH-1 transfected, 24 h. inhibition, % at 3.6 µM. 0.13% of 360,000 active. AID 602396, 2012;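 active means inhibition above the mean inhibition of all tested compounds plus 3 SD, cut at about 73% in these data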;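 further: 0% = DMSO wells and 100% = reporter-only cells lacking LRH-1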
Active calls of the source: *; . = not tested or not shown. The list is partial; rates above refer to the full screens.

SMILES,NCOA1 inh,NR2F2 inh,TWEAK-Fn14 inh,ABHD5-PLIN5 inh,TLR9-MyD88 block,NCOA3 inh,NCOA2 inhibitor,NOD2 RIPK2 PPI,Exocytosis inh,TROY signal inh,LRH-1 inv ag
O=C(NCc1ccco1)c1cccc2c1C(=O)N(C1CCCCC1)C2,6,0,-10,-1,0,24,11,-17,0,3,27
O=C(/C=C\Nc1ccccn1)c1ccccc1,-76,-22,76*,-5,-1,-64,-27,1,-3,1,-126
NCCSC1CC(=O)N(Cc2ccc(F)cc2)C1=O (stereo unspecified),-6,-17,49,0,1,-2,-16,-13,0,-1,9
Cc1cc(=O)oc(C)c1C(=O)NCCN1CCOCC1,17,1,12,7,2,6,23,-8,-1,3,-2
CC(=O)Nc1ccc(S(=O)(=O)N(C)C2CCN(C)CC2)cc1,4,5,-6,-10,-4,-47,-5,8,1,15,-17
COc1ccc(S(=O)(=O)N2CCCCC2C(=O)O)cc1OC (stereo unspecified),7,11,0,3,-4,2,7,8,3,-7,9
COc1ccc(-c2nn3c(=O)c(C)nnc3s2)cc1,-6,.,18,4,8,-14,.,5,-10,-24,19
CCOC(=O)N1CCN(C(=O)c2ccccc2NC(=O)COc2ccccc2C)CC1,-3,13,12,0,-9,-1,1,-8,0,-3,-21
COC(=O)c1ccccc1NC(=S)NC(=O)COc1ccc(C(C)C)cc1,11,-5,-6,2,8,6,-14,-6,-4,-10,-7
Cc1nc(NS(=O)(=O)c2cccc([N+](=O)[O-])c2)sc1C(C)(C)C,2,8,15,-2,6,3,-3,-5,3,-25,20
C=CCN1CCN(C(=O)c2ccc3c(c2)OCO3)CC1,8,-2,-1,-2,-4,-39,8,-10,-5,8,-5
COc1ccc(NC(=O)CN(C)C(=O)c2c(C)nn(-c3ccccc3)c2Cl)cc1,0,2,7,0,1,7,22,-12,2,-16,4
CCC(C)n1c(SCc2ccc([N+](=O)[O-])cc2)nc2ccsc2c1=O (stereo unspecified),6,31,24,-7,-16,13,-12,7,1,17,17
COCCCN(Cc1ccccn1)S(=O)(=O)Cc1ccccc1,8,-7,-13,3,-10,-6,-26,-8,0,-4,8
COc1ccc(C(=O)Nc2ncc(C)s2)cc1S(=O)(=O)N1CCCC1,-6,19,41,1,1,-4,-36,-4,-3,-25,2
COCCN1CCN(c2c(C)c(C)nc3cc(-c4cccc(OC)c4)nn23)CC1,-32,-42,-32,-3,3,-21,-17,0,2,-4,-6
O=C(CCC1CCCCC1)NCCN1C2=NC[C@H](Cc3ccccc3)N2C[C@H]1Cc1ccc(O)cc1,-11,-5,0,16,4,2,8,7,-1,-2,9
c1ccc(CCn2nnnc2C(c2cccnc2)N2CCOCC2)cc1 (stereo unspecified),-4,26,4,-1,5,4,3,-4,0,8,-3
CN1CCN(C(=O)CCc2ncc(C(F)(F)F)cc2Cl)CC1,-4,3,-5,0,2,0,15,6,8,-10,0
COc1ccc(NC(=O)N2CCCCCC2)cc1OC,-13,12,-11,-4,-2,-5,-6,-5,3,-1,-2

(cont.)
SMILES,NCOA1 inh,NR2F2 inh,TWEAK-Fn14 inh,ABHD5-PLIN5 inh,TLR9-MyD88 block,NCOA3 inh,NCOA2 inhibitor,NOD2 RIPK2 PPI,Exocytosis inh,TROY signal inh,LRH-1 inv ag
CC(C)Oc1ccc(C(CC(=O)O)NC(=O)CSc2ncn[nH]2)cc1 (stereo unspecified),-13,2,-4,-4,-2,5,-11,-5,-3,-6,-8
COc1ccc(OC)c(/C=C(\NC(=O)c2ccccc2)C(=O)N/N=C/c2ccc(C)s2)c1,19,1,1,-5,-1,11,-7,11,2,-1,-2
Cc1cccc(S(=O)(=O)NCCC(=O)OCC(=O)Nc2ccc(C#N)cc2)c1,-8,8,3,-4,-1,-1,16,4,-6,3,1
O=C(Nc1ccccc1C(=O)N1CCCCC1)c1cc(F)c(F)cc1Cl,12,0,1,-4,1,-16,-32,-1,-9,-3,9
NC(=O)NCC1CC1,-4,16,-11,5,-3,-24,-9,3,15,4,-15
O=C(COc1ccc(Cl)cc1)Nc1c(-c2cccs2)nc2ccccn12,-1,12,-7,-2,-6,-5,-5,6,10,-19,8
O=C1CCN(Cc2ccccc2)CCN1[C@H](COc1ccccc1)Cc1ccccc1,-5,-1,-6,8,-5,4,-13,-2,1,-2,4
Cc1ccc(-c2csc(NC(=O)CN3C(=O)CCC3=O)n2)cc1,-13,-5,-8,-4,3,11,-5,-2,14,-10,-19
OC1(c2ccccc2)Cc2cccc[n+]2C1c1ccccc1 (stereo unspecified),-6,9,-3,1,1,20,2,1,-2,0,5
CCOC(=O)N1CCN(S(=O)(=O)c2ccc3c(c2)SCC(=O)N3)CC1,13,14,7,-6,4,-13,3,5,-3,1,5
O=C(CSc1nnc(CCc2ccccc2)n1-c1ccc(Cl)cc1)c1ccccc1,-16,-4,-9,-2,-12,8,5,-3,12,-19,-2
Cc1c(N(C)C(=O)c2ccc3c(c2)OCO3)c(=O)n(-c2ccccc2)n1C,4,2,-6,4,-1,-3,-17,-3,0,-8,6
CCN(CC)S(=O)(=O)c1ccc(C(=O)Nc2cc(C)cc(C)c2)cc1,9,6,9,-2,2,-8,16,-9,-1,-29,1
C=CCOC(=O)C1=C[C@@H](c2ccc(Br)cc2)[C@H](CCCO)[C@@H](OCC)O1,-14,-2,-9,-6,-4,0,4,2,2,20,-15
CN(CC(=O)Nc1cccc(F)c1)C(=O)c1ccc2c(c1)S(=O)(=O)N=C1CCCCCN12,-12,-17,-2,-2,8,-7,-36,3,10,-6,-10
Nc1nc(SCC(=O)NC2CCCCC2)n[nH]1,-5,7,13,-5,5,-3,-14,5,76*,-28,5
CC(C)(C)NC(=O)C(c1ccncc1)N(C(=O)Cn1nnc(-c2ccc(F)cc2)n1)c1ccccc1F (stereo unspecified),7,3,14,2,-4,11,-1,6,-4,-5,11
CC(OC(=O)CCCN=C1NS(=O)(=O)c2ccccc21)C(=O)c1ccccc1 (stereo unspecified),-4,-6,6,5,8,20,21,-5,5,7,-6
O=C(NCc1csc(-c2cccs2)n1)C1CCCCC1,-51,-38,8,0,-15,-38,-41,-18,6,-42,-105
Cc1ccc(F)cc1NC(=O)CCc1c(C)[nH]c(=O)c(C#N)c1C,-4,-11,9,-6,-4,8,9,1,-5,2,2

Continuation.
SMILES,NCOA1 inh,NR2F2 inh,TWEAK-Fn14 inh,ABHD5-PLIN5 inh,TLR9-MyD88 block,NCOA3 inh,NCOA2 inhibitor,NOD2 RIPK2 PPI,Exocytosis inh,TROY signal inh,LRH-1 inv ag
COCCNC(=O)C1(C)CCCN(C(=O)c2ccc(F)cc2Cl)C1 (stereo unspecified),-14,6,-1,2,.,5,11,-11,-5,-4,-11
CCn1c(CN2CCOCC2)nnc1SCC(=O)Nc1ccc(C(C)=O)cc1,-22,4,9,4,-1,-5,-35,-1,0,13,0
CCOC(=O)c1ccc(P(=O)(c2ccccc2)c2ccccc2)cc1,-5,-3,2,4,-1,0,20,-6,-21,-13,-15
CC(C)(C)c1cc(P(=O)(c2ccccc2)c2ccccc2)ccc1O,0,1,-2,0,15,9,9,-6,5,9,-5
COc1ccc(/C=C(\C#N)C(=O)NC2CCS(=O)(=O)C2)cc1OC (stereo unspecified),-1,-3,10,1,0,-7,-8,-3,-3,6,-2
CCC(c1nnnn1-c1ccc(OC)cc1)N1CCN(C/C=C/c2ccccc2)CC1 (stereo unspecified),11,-9,1,-1,.,10,-7,1,-1,3,-2
CC1CC(C)CN(CCCNC(=O)C2CCN(S(=O)(=O)N3CCCCC3)CC2)C1 (stereo unspecified),-2,5,-3,0,2,19,-9,7,1,-7,5
Cc1cc(C)cc(N(CCC#N)C(=O)COC(=O)CCc2c[nH]c3ccccc23)c1,1,-25,-2,-8,-1,20,-8,-6,7,34,5
COc1ccc(NC(=O)CN(C)C(=O)c2ccc3[nH]c4c(c3c2)CC(C)CC4)cc1 (stereo unspecified),-8,-7,-12,-8,2,-25,10,-1,-2,16,-2
Cc1cn([C@H]2C[C@H](O)[C@@H](CNCc3ccccc3OCCCN3CCOCC3)O2)c(=O)[nH]c1=O,-6,-18,-1,4,-1,-4,-8,0,2,9,-33
Oc1c(N=Nc2nn[nH]n2)ccc2ccccc12,-1,8,52*,-46,.,-20,-14,-3,15,24,-17
O=C(c1cc(-c2ccncc2)nc2ccccc12)N1CCN(c2ccc(N3CCOCC3)nn2)CC1,-17,-2,-20,-3,-6,4,-6,2,1,-16,1
COc1cc(CNc2nc3ccccc3s2)cc(OC)c1OC,15,-17,-8,-1,-14,-20,1,-10,4,2,12
CCc1ccc(-c2c(C)sc(NC(=O)C3CCC3)c2C#N)cc1,-8,11,11,0,0,1,9,-2,0,0,6
Cc1c(N/C(=N/S(=O)(=O)c2ccc(F)cc2)c2ccccc2)c(=O)n(-c2ccccc2)n1C,-2,14,7,-2,-4,17,22,-3,0,13,-7
Nc1nonc1-n1nnc(C(=O)N/N=C/c2cccnc2)c1CSc1ccccc1,0,-7,21,4,-15,3,-15,-4,5,3,-6
CCc1ccc2oc(=O)cc(CN3CCN(Cc4ccccc4)CC3)c2c1,25,2,25,-4,-17,4,-16,-4,-9,13,18
c1ccc(NC2=NCCN2CC2CCCCC2)cc1,6,13,-13,11,7,27,-31,-8,-5,-2,13
COC(=O)c1ccnc(SCC(=O)c2ccccc2)c1,-94,-54,0,-5,-5,-100,-69,0,3,3,-91
N#CC1=C(N)C(C#N)(C#N)[C@H](c2ccncc2)[C@H]2CC3(CC=C12)OCCO3,1,1,13,8,-7,10,-14,-7,8,9,19

Going on with the list:
SMILES,NCOA1 inh,NR2F2 inh,TWEAK-Fn14 inh,ABHD5-PLIN5 inh,TLR9-MyD88 block,NCOA3 inh,NCOA2 inhibitor,NOD2 RIPK2 PPI,Exocytosis inh,TROY signal inh,LRH-1 inv ag
COc1ccc(CNC(=O)OC23CN(C(=O)OC(C)C)N(C(=O)OC(C)C)CC2(O)CN(S(=O)(=O)c2ccc(C)cc2)C3)cc1OC (stereo unspecified),-3,20,11,-10,-5,-11,-23,8,-1,5,-4
CS(=O)(=O)N(CC(=O)NCc1ccccn1)Cc1ccc(Cl)cc1,6,14,9,-4,-13,-17,-30,-3,-1,-1,6
CN1CC[C@@H]2C(=O)N3CCc4ccc(Br)cc4[C@@H]3C[C@@H]21,-6,2,9,-4,7,4,10,-2,4,-2,6
S=C(NCCc1ccccc1)N1CCCC1,-33,-31,-6,0,2,-28,-28,-6,-2,-39,-49
